# Screening results from PubChem.
# TRPC4 potent: allosteric potentiators of mouse TRPC4 channel | Q9QUQ5 | B-score at 10 µM | HEK293 TRPC4beta/mu-opioid, DAMGO EC20, Fluo-4 Ca2+ flux; stronger effect = higher value | actives 0.42% (n = 310,000);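 active = B-score of calcium response area above 5 SD of library B-scores, with initial fluorescence ratio within 5 SD of library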;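 also: B-score of integrated fluorescence ratio over time as area under calcium response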
# Target sequence (Q9QUQ5 whole entry, looked up): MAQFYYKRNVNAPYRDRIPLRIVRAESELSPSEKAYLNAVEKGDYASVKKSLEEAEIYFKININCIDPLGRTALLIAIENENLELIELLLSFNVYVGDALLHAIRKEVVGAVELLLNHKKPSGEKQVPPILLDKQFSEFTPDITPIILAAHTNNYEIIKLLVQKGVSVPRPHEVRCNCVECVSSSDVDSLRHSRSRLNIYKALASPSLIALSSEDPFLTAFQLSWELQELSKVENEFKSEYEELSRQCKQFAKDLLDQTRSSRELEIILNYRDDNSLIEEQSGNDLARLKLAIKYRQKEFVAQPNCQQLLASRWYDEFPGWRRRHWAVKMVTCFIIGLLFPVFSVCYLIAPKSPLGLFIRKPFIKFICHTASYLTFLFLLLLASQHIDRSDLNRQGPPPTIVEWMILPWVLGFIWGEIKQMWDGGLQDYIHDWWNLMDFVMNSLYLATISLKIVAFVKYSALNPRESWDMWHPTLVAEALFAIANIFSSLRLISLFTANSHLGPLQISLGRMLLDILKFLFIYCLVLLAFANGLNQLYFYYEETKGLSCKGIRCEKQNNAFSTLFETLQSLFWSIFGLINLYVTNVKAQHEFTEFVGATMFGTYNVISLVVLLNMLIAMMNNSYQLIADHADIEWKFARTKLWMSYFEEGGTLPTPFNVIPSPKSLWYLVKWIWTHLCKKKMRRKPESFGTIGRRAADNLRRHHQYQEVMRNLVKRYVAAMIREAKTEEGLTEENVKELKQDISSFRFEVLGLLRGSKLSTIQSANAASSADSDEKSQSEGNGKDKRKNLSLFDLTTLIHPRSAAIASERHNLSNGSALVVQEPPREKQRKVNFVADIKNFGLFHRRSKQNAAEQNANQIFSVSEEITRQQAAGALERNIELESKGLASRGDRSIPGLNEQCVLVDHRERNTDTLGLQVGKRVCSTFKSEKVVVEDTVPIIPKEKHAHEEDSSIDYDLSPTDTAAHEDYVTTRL
# KLF5 inhibitor: suppresses KLF5 promoter-driven expression. DLD-1 KLF5 promoter-luciferase reporter, luminescence. inhibition, % at 5 µM. actives 0.23% (n = 290,000). AID 1700;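 active = inhibition above a per-plate limit of that plate's mean compound inhibition plus 3 SD, cut at about 60% in these data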;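 also: 0% = DMSO wells and 100% = LY294002 at 200 µM; higher means less KLF5 promoter-driven luciferase light; inactives centre near -14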
# MrgX1 antagonist: blocks BAM8-22 activation of human MrgX1 receptor | B-score at 10 µM | MRGX1-HEK293 calcium flux, Fluo-4, BAM8-22 antagonism; stronger effect = lower value | actives 1.3% (n = 310,000) | AID 588676;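 active = calcium-response B-score plate-corrected more than 3 library SD below zero, starting fluorescence within 5 deviations, no agonist response on first addition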;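 also: peak minus trough fluorescence over baseline after final BAM8-22 challenge near maximal dose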
# aSyn 5UTR inh: MLPCN primary screen, SNCA 5' untranslated region | alpha-synuclein 5'UTR reporter, inhibitor activity | inhibition, % (tested at 7.5 µM) | actives 0.82% (n = 300,000) | AID 1813; in the data active = inhibition above about 60%; inconclusive = no clear call, values can overlap the other calls;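 also: H4 neuroglioblastoma cells stably carrying SNCA 5'UTR luciferase fusion; 0% = DMSO wells and 100% = positive control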
# TRPC6 act: mouse TRPC6 channel activation | actives 0.13% (n = 310,000) | AID 2550 | HEK293-TRPC6 membrane potential dye fluorescence; stronger effect = higher value | B-score at 10 µM;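 active = B-score of the integrated fluorescence ratio above library mean plus 3 SD, and starting fluorescence ratio within library mean plus 5 SD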;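 also: higher score means more depolarization so channel activation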
# HIF act: HIF pathway transcriptional activation; activation, % at 7.5 µM (by protocol); AID 1910; actives 0.32% (n = 300,000); U2OS HRE-luciferase reporter, luminescence; normalized: DMSO 0%, desferrioxamine 100%;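 active = mean activation of at least 10% of the iron chelator positive control signal, with at least half of replicates also reaching 10%; inconclusive = mean and replicate majority disagree about reaching 10%; inactive = mean and most replicates under 10%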
# TRPC4 block: blocks the mouse TRPC4 cation channel. Q9QUQ5. HEK293 TRPC4beta/mu-opioid, DAMGO-evoked Fluo4 calcium flux; stronger effect = lower value. B-score at 10 µM. actives 0.39% (n = 300,000). AID 2247;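 active = B-score over 3 SD under the library average, no early fluorescence shift, positive overall ratio signal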
#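 Assay system: TRPC4beta/mu-opioid receptor HEK293 cell line; compound dosing: single concentration per test compound; detection: Fluo4 Ca2+ flux fluorescence; evaluation: per-well B score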
# SKKanGAS inh: inhibitors of SKKanGAS S. pyogenes growth in kanamycin (SK-promoter or general growth effect). BacTiter-Glo, 6 h. inhibition, % at 7.5 µM. actives 1.3% (n = 300,000);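 active = mean replicate score, as percent of positive control median, at least 50; inconclusive = mean below 50 but one replicate at or above 50; inactive = mean and every replicate below 50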;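 also: strain carries kanamycin resistance gene driven by streptokinase promoter and grows in 40 µg/ml kanamycin; loss of luminescence reflects streptokinase promoter inhibition or plain growth inhibition; 0% = median of DMSO wells and 100% = positive control at its reference dose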
# TRPC4 agonist: TRPC4 (mouse) channel activation | actives 0.49% (n = 310,000) | B-score at 10 µM | Q9QUQ5 | HEK293 TRPC4beta/mu-opioid, Fluo4 calcium fluorescence; stronger effect = higher value | AID 2237;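 active = B-score above 5 SD of library B-scores, and initial fluorescence ratio not above library mean plus 5 SD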;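 also: positive B-score marks a calcium rise read as TRPC4 activation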
#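 Technique: kinetic Fluo4 calcium fluorescence; Test system: TRPC4beta and mu-opioid receptor HEK293 stable cells; Measure: B-scored integrated calcium fluorescence ratio; Benchmarks: low control buffer alone, high control maximal DAMGO; Schedule: 45 min room-temperature Fluo4 loading, 110 s read.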
# IEC-6 tox: IEC-6 cytotoxicity, counter-screen for KLF5 inhibitors; AID 1825; actives 0.78% (n = 290,000); luminescence viability; inhibition, % at 5 µM; in the data active = inhibition above about 22%;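 also: 0% = plate median of test compound wells and 100% = cytotoxic reference compound wells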
# TRPC6 inhibitor: inhibitors of mouse TRPC6 channel. Q61143. AID 2553. actives 1.1% (n = 310,000). B-score at 10 µM. HEK293-TRPC6, membrane potential dye, ACh-evoked depolarization; stronger effect = lower value;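 active = B-score under library mean minus 3 SD, initial fluorescence not abnormally high, positive integrated signal ratio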;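 also: B-score derived from integrated fluorescence ratio over the kinetic read; more negative B-score means stronger inhibition of depolarization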
# * marks the source's active call; other numbers are inactive results; i = inactive; ? = inconclusive; . = not tested or not shown.
SMILES,TRPC4 potent,KLF5 inhibitor,MrgX1 antagonist,aSyn 5UTR inh,TRPC6 act,HIF act,TRPC4 block,SKKanGAS inh,TRPC4 agonist,IEC-6 tox,TRPC6 inhibitor
CCCCN(C)Cc1c(C)[nH]c2ccccc2c1=O,i,-23,i,-8,i,0.5,i,6,i,3,i
O=C(NCCCN1CCOCC1)c1ccc(CS(=O)(=O)c2c(Cl)cccc2Cl)o1,i,-11,i,0,i,-0.4,i,-4,i,-6,i
Cc1ccc(Cn2nnc3c(=O)[nH]c(C4CCCN(C(=O)c5ccco5)C4)nc32)cc1 (stereo unspecified),i,12,i,18,i,0.1,i,2,i,4,i
CC(C)(C)c1ccccc1OCC(=O)NCCCn1ccnc1,i,1,i,12,i,0.0,i,3,55*,2,i
COC(=O)C1C2C=CC3(CN(c4cccc(C)c4)C(=O)C13)O2 (stereo unspecified),i,-24,i,13,i,0.0,i,-3,i,-10,i
O=C(Cc1ccccc1)n1nc(-c2ccco2)nc1SCc1ccccc1,i,-76,i,-71,i,1.0,i,-15,i,4,i
CCC(=O)Nc1cccc(NC(=O)c2cccc([N+](=O)[O-])c2C)c1,i,-9,i,3,i,-0.1,i,2,i,4,i
COc1ccc2nc(SCC(N)=O)cc(C)c2c1,i,10,i,15,i,0.7,i,-11,i,-2,i
O=C(N/N=C/c1cn[nH]c1-c1ccc(Cl)cc1)c1ccc([N+](=O)[O-])cc1,i,-5,i,14,i,-0.2,i,-4,i,3,i
CCOC(=O)C(C)n1cnc2c(oc3ccccc32)c1=O (stereo unspecified),i,-10,i,-20,i,2.0,i,-4,i,7,i
CCCc1cc(=O)oc2cc(C)cc(OCC(=O)O)c12,i,-3,i,3,i,0.3,i,-2,i,6,i
COCCn1c(SCC(=O)NCc2ccc3c(c2)OCO3)nnc1C(C)C,i,-9,i,0,i,0.1,i,12,i,-9,i
N#CCCN(Cc1ccccc1)S(=O)(=O)c1cccs1,i,-39,i,7,i,0.4,i,-2,i,-4,i
CN(C)CCNc1nc(S(=O)(=O)c2ccccc2)c(Cl)s1,i,-12,i,-9,i,0.6,i,2,i,-4,i
Cc1ccccc1OCC(=O)Nc1cc(S(=O)(=O)N2CCCCC2)ccc1N1CCN(C)CC1,i,-2,i,-5,i,0.1,i,-9,84*,3,i

# Entries of single compounds, looked up by structure. Values in the order: TRPC4 potent | KLF5 inhibitor | MrgX1 antagonist | aSyn 5UTR inh | TRPC6 act | HIF act | TRPC4 block | SKKanGAS inh | TRPC4 agonist | IEC-6 tox | TRPC6 inhibitor
# `O=C(Cc1ccccc1)n1nc(-c2ccco2)nc1SCc1ccccc1` is entered as i | -76 | i | -71 | i | 1.0 | i | -15 | i | 4 | i
# `Cc1ccccc1OCC(=O)Nc1cc(S(=O)(=O)N2CCCCC2)ccc1N1CCN(C)CC1` is entered as i | -2 | i | -5 | i | 0.1 | i | -9 | 84* | 3 | i

# The list goes on:
SMILES,TRPC4 potent,KLF5 inhibitor,MrgX1 antagonist,aSyn 5UTR inh,TRPC6 act,HIF act,TRPC4 block,SKKanGAS inh,TRPC4 agonist,IEC-6 tox,TRPC6 inhibitor
CCc1ccc(C(=O)Nc2cc(C)ccc2F)s1,i,-41,i,-143,i,2.9,i,1,i,-11,i
CC(C)(C)C1c2[nH]c3ccccc3c2CCN1Cc1cccc(OCCO)c1 (stereo unspecified),i,-23,i,-9,i,-0.3,i,-4,i,5,i
COCCn1c(C)cc(C(=O)CSc2ncnc3sc4c(c23)CCC4)c1C,i,-46,.,-12,i,-0.2,i,0,i,-1,i
O=C(C1CCC1)N1CCN(c2ccnc3cc(Cl)ccc23)CC1,i,-16,i,-4,i,0.2,i,2,i,-1,i
CCCC(=O)Oc1ccc(C2NC(=O)c3ccccc3O2)cc1OC (stereo unspecified),i,1,i,-3,i,0.8,i,5,i,-5,i
CCCCC(=O)NC(Nc1sc2c(c1C(N)=O)CCCC2)(C(=O)OCC)C(F)(F)F (stereo unspecified),i,-18,i,-19,i,-40,i,-12,i,-2,i
c1cnc(SCCCOc2ccc3ccccc3c2)nc1,i,-88,i,-68,i,-37,i,28,i,3,i
Cc1cc(C)nc(SCc2ccc(C(=O)NNC(=O)Nc3cccc(Cl)c3)cc2)n1,i,-10,i,24,i,-0.3,i,9,i,-1,i
Cc1sc(NC(=O)c2ccco2)c(C(c2cccnc2)N2CCN(c3ccc(F)cc3)CC2)c1C (stereo unspecified),i,-8,i,-24,i,0.9,i,16,i,9,i
CSCC[C@H](N)C(=O)N1CCC(C(=O)N[C@H](C)C(=O)Nc2ccc(C(C)C)cc2)CC1,i,-19,i,-7,i,2.2,i,-6,i,-7,i
COc1ccc(C(=O)NNC(=S)NC(=O)c2ccccc2)cc1,i,40,i,52,i,0.8,i,92*,180*,21,i
CC(C)CCNc1nc(N)c([N+](=O)[O-])c(NCC2CCCO2)n1 (stereo unspecified),i,14,i,62*,i,-0.4,i,-1,i,0,i
CSc1nc(Oc2ccc3ccccc3c2)c2sccc2n1,i,-4,i,82*,i,0.4,i,54*,i,1,i
Cn1c2ccc(CC(=O)O)cc2c2cc(CC(=O)O)ccc21,i,3,i,-65,i,-0.2,i,-1,i,6,i
CC(C)C(=O)c1cc2c(cc1NC(=O)c1ccccc1)OCCO2,i,-11,i,23,i,-0.4,i,3,i,0,i
COc1ccc(-n2nnnc2SCC(=O)Nc2nnn(C)n2)cc1,i,-22,i,6,i,1.1,i,1,i,-5,i
Nc1c2c(nc3sc4c(c13)CCCC4)CCCCCC2,i,-24,i,-82,i,1.3,i,-14,i,0,i
COc1ccc(-c2nnc(SCc3ccc(C(=O)O)cc3)o2)cc1OC,i,-20,i,7,i,-1.9,i,-8,i,2,i
CC(=O)c1ccccc1OCCOCCOCCOc1ccccc1C(C)=O,i,-13,i,67*,i,-0.5,i,-6,i,-9,i
COc1ccc(S(=O)(=O)NCC(c2ccc3c(c2)OCO3)N2CCOCC2)cc1C (stereo unspecified),i,.,i,-7,i,-0.1,i,-12,i,.,i
COc1ccccc1NC(=O)CSc1nnc(CNC(=O)c2ccco2)o1,i,-2,i,-11,i,-2.5,i,0,i,-10,i
Cn1ccnc1SCC(=O)Nc1ccc2c(c1)OC(F)(F)O2,i,-10,i,-28,i,1.9,i,3,i,0,i
COC(C(=O)Nc1ccc(S(=O)(=O)Nc2c(C)cccc2C)cc1)c1ccccc1 (stereo unspecified),i,2,i,3,i,-0.9,i,2,i,4,i
CCn1cc(CNC(=O)C2CCC(=O)N(C3CCCCCC3)C2)cn1 (stereo unspecified),i,-24,i,-6,i,0.1,i,-7,i,1,i
CCOc1ccccc1NC(=O)CSc1cn[nH]n1,i,.,i,4,i,-0.1,i,31,i,.,i
CCCN(CCC)C(=O)C[n+]1cccc(/C=N/O)c1,i,14,i,-13,i,0.3,i,-1,i,-1,i
CCn1nccc1C(=O)Nc1cc(Cl)ccc1Cl,i,-39,i,10,i,-0.3,i,-3,i,2,i
CCN(c1ccc(C)c(C)c1)S(=O)(=O)c1ccc2c(c1)CCN2C(=O)CCC(=O)O,i,-7,i,4,i,.,i,6,i,3,i
COc1ccc(-c2cnnn2-c2ccc(N)cc2)cc1OC,i,-10,i,0,i,-0.7,i,2,i,-1,i
CS(=O)(=O)N1CCCC(C(=O)NCc2ccco2)C1 (stereo unspecified),i,-37,-5.1*,-22,i,-0.4,i,5,i,-3,i
CC(C)Oc1ccc(CNC(=O)c2cc(S(=O)(=O)N3CCOCC3)cn2C)cc1,i,-10,i,22,i,-0.2,i,-3,i,-5,i
O=C(COc1ccc2ccc(=O)oc2c1)NCC(O)c1ccccc1 (stereo unspecified),i,-43,i,7,i,-0.2,i,0,i,-4,i
O=C(O)COc1ccc(C(NC(=O)c2c(F)cccc2F)NC(=O)c2c(F)cccc2F)cc1,i,4,i,-3,i,-17,i,1,i,4,i
O=C(Cc1c(O)c2ccccc2[nH]c1=O)NC1CCCCCCC1,i,6,-8.4*,-3,i,-0.3,i,7,i,-4,i
COc1ccc(Br)cc1CN(C)CC(=O)Nc1cccc(S(N)(=O)=O)c1,i,-5,i,2,i,-0.4,i,-5,i,9,i
Cn1c(C(=O)N[C@@H](C(=O)O)c2ccccc2)cc2cc(F)ccc21,i,-22,i,-17,i,-0.4,i,2,i,3,i
COc1ccc(CN2CSC(=S)N(Cc3ccccc3)C2)cc1,i,11,i,-45,i,0.4,i,-6,i,2,i
COc1ccc(OC)c(NC(=O)C2CCN(Cc3cnn(-c4ccccc4)c3-n3cccc3)CC2)c1,i,-33,i,6,i,-0.3,i,-4,i,-3,i
CC1CCc2sc(C(=O)NNC(=S)NC3CC3)cc2C1 (stereo unspecified),i,-86,i,-54,i,3.1,i,20,i,5,i
CCOC(=O)C1(CCOc2ccccc2)CCN(Cc2cccc3nonc23)CC1,i,-10,i,4,i,1.5,i,-18,i,-1,i
O=C(CN1C(=O)CC(c2ccccc2)=Nc2ccccc21)NCc1ccco1,i,-25,i,1,i,0.9,i,-4,i,2,i
COc1ccc(C(=O)CSc2nnc(Cn3cnc4ccccc43)o2)cc1,i,-5,i,-20,i,-0.2,i,-7,i,7,i
CC/C(=N\NC(=O)c1ccc(-c2ccccc2)cc1)C12CC3CC(CC(C3)C1)C2,i,-65,i,-1,i,-14,i,6,i,2,i
COC(=O)c1ccccc1SC1CC(=O)N(c2ccccc2)C1=O (stereo unspecified),i,-11,i,-22,i,0.4,i,-3,i,3,i
CCOC(=O)c1ccc(NS(=O)(=O)c2ccc3c(c2)oc(=O)n3C)cc1,i,2,i,-11,i,-0.1,i,5,i,3,i
O=c1oc(Nc2cccc(F)c2)nc2ccccc12,i,-62,i,-64,i,2.0,i,12,i,-3,i
COCCN=c1scc(-c2cc(OC)c(OC)c(OC)c2)n1/N=C/c1c(C)[nH]c2ccccc12,i,-7,i,-12,i,?,i,18,i,6,i
CC1Cc2nc(SCC(=O)NC3CCCCC3)n(C)c(=O)c2S1 (stereo unspecified),i,-20,i,31,i,-0.2,i,0,i,4,i
O=S(=O)(c1ccc(Cl)cc1)N1CCC(N2CCOCC2)CC1,i,-12,i,5,i,0.3,i,3,i,0,i
CSCCC(=O)N1CCC(n2nccc2NC(=O)CCc2ccccc2)CC1,i,1,i,-3,i,-0.5,i,16,i,-7,i
COc1ccc(CNC(=O)CCCn2nc(C)c3c(C)n(-c4ccc(C)cc4)nc3c2=O)cc1OC,i,-1,i,26,i,0.8,i,4,i,18,i
CCOc1c(OC(C)=O)ccc(/C=C2\N=C(SCC)SC2=O)c1[N+](=O)[O-],i,-5,i,8,i,1.2,i,-3,i,5,i
